CHRM4 antagonist: human M4 muscarinic receptor antagonists, primary screen, CHO cells, Fluo-8 calcium fluorescence; Muscarinic acetylcholine receptor M4 (Homo sapiens), P08173; CHO-hM4 cells, ACh EC80; inhibition, % at 3 µM; 360,000 compounds, 0.73% hits;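 active = inhibition above its plate's cutoff, the mean inhibition of sample wells plus 3 SD, cut at about 27% in these data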;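 note: 0% = acetylcholine EC80 with DMSO and 100% = DMSO without agonist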
Target sequence (P08173 whole entry, looked up): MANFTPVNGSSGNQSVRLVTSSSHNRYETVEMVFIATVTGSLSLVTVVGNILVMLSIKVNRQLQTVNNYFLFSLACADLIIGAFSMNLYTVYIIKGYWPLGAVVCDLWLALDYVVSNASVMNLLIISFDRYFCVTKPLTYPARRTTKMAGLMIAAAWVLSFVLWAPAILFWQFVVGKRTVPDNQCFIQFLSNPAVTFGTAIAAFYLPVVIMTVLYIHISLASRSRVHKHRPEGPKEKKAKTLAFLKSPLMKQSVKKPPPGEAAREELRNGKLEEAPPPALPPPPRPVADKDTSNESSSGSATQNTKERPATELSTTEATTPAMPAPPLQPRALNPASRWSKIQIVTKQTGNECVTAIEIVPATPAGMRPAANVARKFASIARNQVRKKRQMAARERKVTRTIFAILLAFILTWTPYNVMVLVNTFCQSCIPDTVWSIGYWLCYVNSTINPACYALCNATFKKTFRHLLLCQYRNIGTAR
CHRM5 PAM: human M5 muscarinic receptor positive allosteric modulators, primary screen, CHO-K1 cells, Fluo-8 calcium fluorescence. Muscarinic acetylcholine receptor M5 (Homo sapiens), P08912. CHO-K1 hM5, ACh EC20 PAM; 0% = ACh EC20, 100% = ACh EC100. activation, % at 3 µM. 360,000 compounds, 0.3% hits;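 active = activation above the run cutoff, the mean activation of all test compounds plus 3 SD, cut at about 18% in these data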
Target sequence (P08912 whole entry, looked up): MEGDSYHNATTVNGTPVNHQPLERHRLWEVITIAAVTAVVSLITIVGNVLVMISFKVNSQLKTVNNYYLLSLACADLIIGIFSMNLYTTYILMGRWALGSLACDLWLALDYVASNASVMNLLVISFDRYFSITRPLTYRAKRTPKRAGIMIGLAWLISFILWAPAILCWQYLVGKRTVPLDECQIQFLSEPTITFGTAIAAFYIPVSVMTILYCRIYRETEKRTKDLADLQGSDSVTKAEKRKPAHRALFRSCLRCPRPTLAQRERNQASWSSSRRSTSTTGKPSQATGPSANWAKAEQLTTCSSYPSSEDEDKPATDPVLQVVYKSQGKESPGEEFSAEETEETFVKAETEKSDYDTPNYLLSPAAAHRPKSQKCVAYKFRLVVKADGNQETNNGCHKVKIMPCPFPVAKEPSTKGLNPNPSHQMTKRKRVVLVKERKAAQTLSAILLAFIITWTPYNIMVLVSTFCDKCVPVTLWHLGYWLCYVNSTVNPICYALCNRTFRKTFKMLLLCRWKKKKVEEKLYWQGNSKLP
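Assay system: CHO-K1 hM5 cells. Also added: acetylcholine at EC20 concentration, added after compound. Dosing: 3 µM, single dose. Times: compound preincubation 140 s before EC20 acetylcholine addition. Signal: Fluo-8 calcium fluorescence. Measure: % activation relative to EC20 and EC100 ACh responses. Repeats: singlicate, one well per test compound.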
CRFR2-BP ag: agonists of CRF-BP/CRF-R2 complex, primary screen, cell-based, HEK293, calcium dye fluorescence, uHTS. CRF-binding protein / CRF receptor 2 complex (human). calcium dye fluorescence (FLIPR); percent of saturating CRF peptide response. 350,000 compounds, 0.46% hits. AID 588473, 2011. activation, % at 13.2 µM;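 active = activation of at least 50%, plus an integration ratio under a set limit after plate pattern correction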;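 note: plate controls were neutral control wells without compound for no effect and CRF at EC100 for full effect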
CRFR2-BP antag: antagonists of CRF-BP/CRF-R2 complex, primary screen, cell-based, HEK293, calcium dye fluorescence, uHTS | 350,000 compounds, 0.59% hits | CRF-induced calcium fluorescence | inhibition, % at 11.8 µM;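 active = inhibition of the ligand-induced calcium signal above about 50% at the single tested concentration, limit read from the data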
M5 ag: human M5 muscarinic receptor agonists, primary screen, CHO-K1 cells, Fluo-8 calcium fluorescence; Muscarinic acetylcholine receptor M5 (Homo sapiens), P08912; CHO-K1 hM5 cells; 0% DMSO wells, 100% maximal acetylcholine response; activation, % at 3 µM; 360,000 compounds, 0.19% hits;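 active = activation above the run's mean over test compounds plus 3 SD, cut at about 23% in these data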;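 note: signal is peak over basal fluorescence ratio across the kinetic read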
M4 ag: human M4 muscarinic receptor agonists, primary screen, CHO-K1 cells, Fluo-8 calcium fluorescence. Muscarinic acetylcholine receptor M4 (Homo sapiens), P08173. CHO-K1 hM4/Gqi5; vehicle 0%, full acetylcholine response 100%. activation, % at 3 µM. 360,000 compounds, 0.14% hits. AID 624127, 2012;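 active = activation above the run mean over all test wells plus 3 SD, cut at about 32% in these data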;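 note: peak over basal fluorescence ratio per well then scaled between controls; 0% = DMSO wells and 100% = acetylcholine at EC100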
IDE cell inh: human IDE inhibitors in live cells, primary screen, fluorescence polarization, HEK cells, FAbetaB substrate | Insulin-degrading enzyme (Homo sapiens), P14735 | FAbetaB cleavage | inhibition, % at 5.59 µM | 320,000 compounds, 0.41% hits | AID 434962, 2010;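 active = percent inhibition above the average of all tested compounds plus 3 SD, set per screening campaign, cut at about 16% in these data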;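 note: IDE supplied by intact live HEK cells; FP after avidin binding of uncleaved biotin substrate so inhibition keeps polarization high; 0% = DMSO wells and 100% = 60 µM reference IDE inhibitor Ii1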
M4 PAM: human M4 muscarinic receptor positive allosteric modulators, primary screen, CHO-K1 cells, Fluo-8 calcium fluorescence; Muscarinic acetylcholine receptor M4 (Homo sapiens), P08173; CHO-K1 hM4/Gqi5, ACh EC20; 0% = ACh EC20, 100% = maximal ACh; activation, % at 3 µM; 360,000 compounds, 0.4% hits;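 active = activation above its plate's cutoff, the mean activation of sample wells plus 3 SD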; note: some results filed as inactive read as strong as hits
M5 antag: human M5 muscarinic receptor antagonists, primary screen, CHO cells, Fluo-8 calcium fluorescence. Muscarinic acetylcholine receptor M5 (Homo sapiens), P08912. CHO-hM5 cells, ACh EC80. inhibition, % at 3 µM. 360,000 compounds, 0.59% hits;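 active = inhibition above a per-plate cutoff, the mean of that plate's test compounds plus 3 SD, cut at about 27% in these data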;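 note: 0% = acetylcholine EC80 with DMSO and 100% = DMSO without agonist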
* hit, by the source's call.

Screening COc1cc(OC)cc(C(=O)Nn2cc(C(=O)Nc3ccc(F)cc3F)c3ccccc3c2=O)c1 returned CHRM4 antagonist 8, CHRM5 PAM -5, CRFR2-BP ag -0.5, CRFR2-BP antag -18, M5 ag -2, M4 ag 6, IDE cell inh 2, M4 PAM -6 and M5 antag 1.
Screening CCN(CC(=O)Nc1c(F)cccc1F)C(=O)c1cccc(S(=O)(=O)NCc2ccccc2)c1 returned CHRM4 antagonist -6, CHRM5 PAM -3, CRFR2-BP ag -0.6, CRFR2-BP antag 9, M5 ag -1, M4 ag 1, IDE cell inh -5, M4 PAM 5 and M5 antag 8.
Cc1ccc(S(=O)(=O)N2CCN(Cc3ccccc3)CC2)s1 was read as CHRM4 antagonist 1, CHRM5 PAM -4, CRFR2-BP ag -3.0, CRFR2-BP antag 8, M5 ag -9, M4 ag -1, IDE cell inh -1, M4 PAM -5 and M5 antag 1.
`COc1cc(CNC(=O)c2cc(-c3ccc(F)cc3OC)n[nH]2)cc(OC)c1` gave CHRM4 antagonist -20, CHRM5 PAM 0, M5 ag -2, M4 ag 4, M4 PAM 1 and M5 antag 2.
Cc1ccc(S(=O)(=O)NNC(=O)CC#N)cc1 was read as CHRM4 antagonist -6, CHRM5 PAM 21*, CRFR2-BP ag 1.1, CRFR2-BP antag -9, M5 ag 0, M4 ag 1, IDE cell inh 4, M4 PAM 15 and M5 antag -15.
Screening CC(C)(C)OC(=O)N1CCN(C(=O)c2[nH]cnc2C(=O)NCc2ccccc2)CC1 returned CHRM4 antagonist 4, CHRM5 PAM 13, CRFR2-BP ag -0.3, CRFR2-BP antag -2, M5 ag 0, M4 ag 1, IDE cell inh 0, M4 PAM 18 and M5 antag -1.
For CCN(CC)C(=O)CN(c1cccc(C(F)(F)F)c1)S(C)(=O)=O the results were CHRM4 antagonist -6, CHRM5 PAM 2, CRFR2-BP ag -0.5, CRFR2-BP antag 5, M5 ag 1, M4 ag 1, IDE cell inh 1, M4 PAM -2 and M5 antag 3.
For Cc1ccc(OCc2nc3ccccc3[nH]2)cc1 the results were CHRM4 antagonist 1, CHRM5 PAM 5, CRFR2-BP ag 0.4, CRFR2-BP antag -6, M5 ag -2, M4 ag 0, IDE cell inh 0, M4 PAM 0 and M5 antag 2.
O=C(N1CCCCCC1)n1c(Cc2ccccc2)nc2ccccc21 was read as CHRM4 antagonist -5, CHRM5 PAM -6, CRFR2-BP ag -0.1, CRFR2-BP antag 0, M5 ag -7, M4 ag 4, IDE cell inh -1, M4 PAM 0 and M5 antag 5.
For CCCCNC(=O)c1[nH]c(C)c(C(C)=O)c1C the results were CHRM4 antagonist -10, CHRM5 PAM 2, CRFR2-BP ag -0.9, CRFR2-BP antag 8, M5 ag 3, M4 ag 1, IDE cell inh -2, M4 PAM -2 and M5 antag -3.
`COC(=O)c1ccccc1Oc1cc(C(F)(F)F)nc(-c2ccccn2)n1` gave CHRM4 antagonist 3, CHRM5 PAM -3, CRFR2-BP ag 0.2, CRFR2-BP antag 5, M5 ag -1, M4 ag 0, IDE cell inh 2, M4 PAM 1 and M5 antag 19.
O=C(Nc1ccnn1C1CCN(Cc2ccccc2OCCO)CC1)c1cccc(F)c1 was read as CHRM4 antagonist -7, CHRM5 PAM -6, CRFR2-BP ag -0.6, CRFR2-BP antag -3, M5 ag -5, M4 ag 1, IDE cell inh 1, M4 PAM 0 and M5 antag 4.
`COCCN(CCOC)S(=O)(=O)c1ccc(C(=O)Nc2nc3c(s2)CCc2ccccc2-3)cc1` gave CHRM4 antagonist -11, CHRM5 PAM 1, CRFR2-BP ag 4.4, CRFR2-BP antag -15, M5 ag 1, M4 ag 1, IDE cell inh -6, M4 PAM 14 and M5 antag -6.
O=C(NC1CCCC1)C1CCCN(S(=O)(=O)c2ccc(-n3cnnn3)cc2)C1 (stereo unspecified) was read as CHRM4 antagonist 3, CHRM5 PAM -6, CRFR2-BP ag -0.1, CRFR2-BP antag 12, M5 ag -5, M4 ag 1, IDE cell inh 5, M4 PAM 2 and M5 antag 6.
`Cc1cc(=O)oc2c(C)c(OC(C)C(=O)NCC3CCC(C(=O)O)CC3)ccc12` (stereo unspecified) gave CHRM4 antagonist -9, CHRM5 PAM -7, CRFR2-BP ag 0.2, CRFR2-BP antag 3, M5 ag 2, M4 ag 2, IDE cell inh 2, M4 PAM 1 and M5 antag 6.
For O=Cc1c(NCc2ccccc2Cl)c2ccccc2[nH]c1=O the results were CHRM4 antagonist -19, CHRM5 PAM 5, CRFR2-BP ag -0.7, CRFR2-BP antag 21, M5 ag -9, M4 ag 2, IDE cell inh -1, M4 PAM -3 and M5 antag -10.
COc1cc(NC(=O)COC(=O)c2ccccc2F)cc(OC)c1 was read as CHRM4 antagonist 29*, CHRM5 PAM 4, CRFR2-BP ag 0.2, CRFR2-BP antag 2, M5 ag -2, M4 ag 1, IDE cell inh -2, M4 PAM 3 and M5 antag 1.
`Cc1cc(C(=O)NNC(=O)c2cccs2)nn1C(C)(C)C` gave CHRM4 antagonist -2, CHRM5 PAM -1, CRFR2-BP ag 1.3, CRFR2-BP antag 9, M5 ag 0, M4 ag 1, IDE cell inh 1, M4 PAM 6 and M5 antag -2.
`COc1ccc(-c2cc3c(=O)n(CC(=O)NCc4cccnc4)nc(C)n3n2)cc1` gave CHRM4 antagonist 4, CHRM5 PAM -5, CRFR2-BP ag -0.7, CRFR2-BP antag -15, M5 ag 1, M4 ag 7, IDE cell inh 6, M4 PAM -2 and M5 antag 6.
CSCCC1NC(=O)N(CC(=O)Nc2ccc(-c3ccccc3)cc2)C1=O (stereo unspecified) was read as CHRM4 antagonist -9, CHRM5 PAM 0, CRFR2-BP ag 0.1, CRFR2-BP antag -7, M5 ag 1, M4 ag 3, IDE cell inh 12, M4 PAM -1 and M5 antag 3.
COc1cccc(CNC(=O)CCNS(=O)(=O)c2ccc(Br)s2)c1 was read as CHRM4 antagonist -2, CHRM5 PAM 3, CRFR2-BP ag -2.9, CRFR2-BP antag 18, M5 ag 0, M4 ag 3, IDE cell inh -12, M4 PAM 4 and M5 antag -1.
Screening O=C(c1cc(COc2c(F)cccc2F)on1)N1CCCCCC1 returned CHRM4 antagonist 11, CHRM5 PAM -4, CRFR2-BP ag -0.1, CRFR2-BP antag -13, M5 ag -2, M4 ag 0, IDE cell inh 7, M4 PAM -6 and M5 antag 13.
Screening COc1ccc(NC(=O)Nc2ccc(F)c(F)c2)c(OC)c1 returned CHRM4 antagonist 1, CHRM5 PAM -2, CRFR2-BP ag 0.5, CRFR2-BP antag -6, M5 ag -2, M4 ag 2, IDE cell inh 2, M4 PAM -5 and M5 antag -3.
For Cc1ccccc1NS(=O)(=O)c1ccc(NC(=O)c2ccco2)cc1 the results were CHRM4 antagonist -9, CHRM5 PAM 28*, CRFR2-BP ag -0.8, CRFR2-BP antag -7, M5 ag -2, M4 ag 4, IDE cell inh 1, M4 PAM -3 and M5 antag -14.
`Cc1ccc(-c2cc(C(F)(F)F)n3ncc(C(=O)NCc4ccco4)c3n2)cc1` gave CHRM4 antagonist 1, CHRM5 PAM 1, CRFR2-BP ag -5.1, CRFR2-BP antag 18, M5 ag -3, M4 ag 1, IDE cell inh 3, M4 PAM 2 and M5 antag -7.
CCC1CCCCN1CCCNC(=O)C1CCN(c2nnc(-n3cccc3)s2)CC1 (stereo unspecified) was read as CHRM4 antagonist 6, CHRM5 PAM -6, CRFR2-BP ag -1.8, CRFR2-BP antag -7, M5 ag -10, M4 ag 0, IDE cell inh 4, M4 PAM -10 and M5 antag 15.
`CC(C)CN(C(=O)COC(=O)CSc1ccccc1F)c1c(N)n(Cc2ccccc2)c(=O)[nH]c1=O` gave CHRM4 antagonist -1, CHRM5 PAM -3, CRFR2-BP ag 0.5, CRFR2-BP antag 7, M5 ag 3, M4 ag 1, IDE cell inh -1, M4 PAM 4 and M5 antag 5.
Cc1ccc([C@@H]2CC(=O)[C@@H]3CN(S(=O)(=O)c4ccc(C)cc4)[C@H](c4cccc5ccccc45)C[C@@H]3N2S(=O)(=O)c2ccc(Cl)cc2)cc1 was read as CHRM4 antagonist -2, CHRM5 PAM -2, CRFR2-BP ag 0.3, CRFR2-BP antag -2, M5 ag 2, M4 ag 1, M4 PAM -2 and M5 antag 3.
`COc1ccccc1N1CCN(C(=O)CN(c2ccccc2OC)S(=O)(=O)c2ccccc2)CC1` gave CHRM4 antagonist 10, CHRM5 PAM -9, CRFR2-BP ag 1.1, CRFR2-BP antag -20, M5 ag 0, M4 ag 8, IDE cell inh 2, M4 PAM -14 and M5 antag 8.
NC(=O)c1ccsc1NC(=O)CCS(=O)(=O)c1ccc(Cl)cc1 was read as CHRM4 antagonist -21, CHRM5 PAM -8, CRFR2-BP ag 0.4, CRFR2-BP antag 3, M5 ag 7, M4 ag 11, M4 PAM 5 and M5 antag 5.
For O=C(c1ccccc1)N1CCN(Cc2ccccc2)CC1 the results were CHRM4 antagonist -3, CHRM5 PAM 5, CRFR2-BP ag 0.1, CRFR2-BP antag 13, M5 ag 0, M4 ag 2, IDE cell inh 2, M4 PAM 5 and M5 antag -3.
`Cc1ccc(S(=O)(=O)N2CCN(CC(O)COc3ccccc3)CC2)cc1` (stereo unspecified) gave CHRM4 antagonist -5, CHRM5 PAM -4, CRFR2-BP ag 0.3, CRFR2-BP antag -10, M5 ag 1, M4 ag 5, IDE cell inh 1, M4 PAM -4 and M5 antag 10.
Screening CCOC(=O)CSc1nnc2c3ccccc3n(C)c2n1 returned CHRM4 antagonist -7, CHRM5 PAM 6, CRFR2-BP ag 0.2, CRFR2-BP antag -8, M5 ag 1, M4 ag 1, IDE cell inh 10, M4 PAM -1 and M5 antag 3.
Screening Cc1cccc(NC(=O)CN(C)C(C)C(=O)Nc2ccc(S(=O)(=O)N3CCCC3)cc2)c1C (stereo unspecified) returned CHRM4 antagonist 4, CHRM5 PAM 3, CRFR2-BP ag 1.5, CRFR2-BP antag -5, M5 ag 1, M4 ag 4, M4 PAM -1 and M5 antag -2.
COc1cccc(NC(=O)c2oc3ccccc3c2NC(C)=O)c1 was read as CHRM4 antagonist -5, CHRM5 PAM -1, CRFR2-BP ag -5.8, CRFR2-BP antag 3, M5 ag 3, M4 ag 2, IDE cell inh -4, M4 PAM -1 and M5 antag 1.

High-throughput results from PubChem BioAssay.
